Bioassay records (PubChem BioAssay)
S3 lipid droplet = qHTS Assay for Lipid Storage Modulators in Drosophila S3 Cells | Potency in µM for hits, for the others lipid storage change, negative = inhibition, % at the top dose, mostly 46.1 µM | Drosophila S3 cells, BODIPY lipid droplet fluorescence, 18-24 h; cells fed with added oleic acid | 320,000 compounds, 0.64% hits; active = well fitted inhibition curve with a large enough effect in the signal ratio, with a control signal flat, not every such curve was filed as active; inconclusive = small, poorly fitted or top-dose-only effect, or effect the other way, or a change in a side signal; the % refers to the signal ratio
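Drosophila S3 cells loaded with oleic acid (400 uM, as added) and compounds at several concentrations; lipid droplets imaged by 488-nm laser-scanning cytometry, 500–530 nm intensity and object ratio to cell channel. Percent activity normalized to 20 uM Triacsin C.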
S3 lipid droplet cell count max = second read-out of S3 lipid droplet, no call of its own (marks repeat the call); cell number change, %; measured here: cell count max response;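 cells counted by Cell Tracker Red CMTPX staining in the red channel; peak over a dose series mostly up to 46.1 µM; percent activity relative to internal control wells on each plate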
* marks the source's active call; other numbers are inactive results; i = inactive; ? = inconclusive; · = no result given; & = joins results of further samples; [ ] = dose if it differs, or a comment. % is set by controls: 0 for no effect and ±100 for the full control effect; potency is the fitted concentration of half-maximal effect. This is a subset; rates above refer to the full screens.

SMILES	S3 lipid droplet	S3 lipid droplet cell count max
COc1ccc(-n2ncc3c2CC(C)(C)CC3NC(=O)CN2CCOC2=O)cc1 (stereo unspecified)	?	·
O=C(CSc1ncn(-c2ccccc2)n1)Nc1nc2c(s1)CCCC2	?	·
CCN(CC)S(=O)(=O)c1cc(C)c(C)cc1Br	1%	-9
Cc1cccc(CSCc2nnc(N)s2)c1	i	·
C/C(=N\O)c1sc(-c2ccccc2)nc1C	?	·
Clc1ccc(-n2nnnc2-c2cnc(-c3ccccn3)nc2-c2cccs2)cc1	?	·
CN(C)Cc1c(C(=O)N/N=C/C2CC=CCC2)nnn1-c1nonc1N (stereo unspecified)	?	·
CC1CN(C(=O)CSc2nc(N)cc(N)n2)CC(C)O1 (stereo unspecified)	?	·
CCN(CC(=O)Nc1ccc(OC)cc1)C(=O)c1ccc(Cl)c(S(=O)(=O)N2CCCC2)c1	11%	-7
Cc1ccc(C2NC(=NCc3ccccc3)Nc3nc(C)cc(=O)n32)cc1 (stereo unspecified)	?	·
Cc1ccc(S(=O)(=O)NNC(=O)C2COc3ccccc3O2)cc1C (stereo unspecified)	-8%	·
O=C(Cn1cnc2c(nnn2-c2ccc(F)cc2)c1=O)NCC1CCCO1 (stereo unspecified)	9%	-2
COC(=O)/C(C(C)=O)=C(\C=C\N(C)C)N(C)C	?	·
Cc1ccc(OCCC(=O)OCC(=O)C(C)(C)C)cc1	?	·
COc1cccc(/C=N/Nc2ccc([N+](=O)[O-])cc2)c1O	?	·
CCN(CC)CCn1c(N)c(S(=O)(=O)c2ccccc2)c2nc3ccccc3nc21	21%	23
O=c1[nH]nc(Cc2ccc3ccccc3n2)c2ccccc12	?	·
CC(C)C(=O)Nc1cccc(NC(=S)NC(=O)c2ccc(Cl)cc2)c1	?	·
O=C(CC(c1ccccc1)c1ccco1)Nc1nccs1 (stereo unspecified)	23%	-2
CC(=O)N1CCN(c2ccc(NC(=O)/C=C/c3ccccc3)cc2)CC1	2%	12
COC(=O)c1cc2c(ccn2-c2ccc(F)cc2)n1CC(=O)N1CCN(C(=O)c2ccco2)CC1	?	·
COC(=O)CNC(=O)C(C)(C)Oc1ccc(Cl)cc1	-11%	3
Cn1nc(C(=O)NCC(=O)Nc2ccc(F)c(F)c2F)c2ccccc2c1=O	?	·
CCOC(=O)C1=C(C)NC(=O)NC1c1ccc(OCC(=O)N2CCCCC2)cc1 (stereo unspecified)	3%	11
CC(C)[C@H]1COCCS(=O)(=O)N1Cc1ccc(Cl)cc1	?	·

Additional entries follow.
SMILES	S3 lipid droplet	S3 lipid droplet cell count max
Cc1cccc2cc(COC(=O)C3CCCO3)c(=O)[nH]c12 (stereo unspecified)	?	·
CCCCOc1ccc(C2C(C(=O)c3cccs3)=C(O)C(=O)N2CCN2CCOCC2)cc1 (stereo unspecified)	-9%	-3
CC(OC(=O)CCN=C1NS(=O)(=O)c2ccccc21)C(=O)Nc1ccc(S(N)(=O)=O)cc1 (stereo unspecified)	?	·
CCn1cc(C(=O)O)c(=O)c2cc(F)c(N3CCN(C(=S)NC(=O)c4ccc(Br)cc4)CC3)cc21	?	·
NN1C(=O)c2cccc3c(C(=O)O)ccc(c23)C1=O	-12%	-12
CCO/N=C/C1=C(O)C(C(=O)OC)C(C)(C)CC1=O (stereo unspecified)	?	·
CNCCCC12CCC(c3ccccc31)c1ccccc12	?	6&-3&-14
COCCn1c(N)c(NCc2ccccc2)c(=O)[nH]c1=O	?	·
O=C(NC1CCCc2ccccc21)C1CCN(S(=O)(=O)c2ccccc2F)CC1 (stereo unspecified)	?	·
O=C(CC1OC(=O)c2ccccc21)Nc1cc(Cl)ccc1N1CCCC1 (stereo unspecified)	?	·
COc1ccc(Br)c(/C=N/NC(=O)COc2ccc(-c3ccccc3)cc2)c1	?	·
CCCc1ccc2oc(C(=O)N3CCNC(=O)C3CC(=O)OC)c(C)c2c1 (stereo unspecified)	?	·
O=C(CCN1CCCCCC1)Nc1ccc2c(c1)OCCO2	?	·
CC(C)(CO)NS(=O)(=O)c1ccc2c(c1)C(=O)c1cc(S(=O)(=O)NC(C)(C)CO)ccc1-2	-24%	-16
C=CCn1c(SCC(=O)NC(=O)c2cccc([N+](=O)[O-])c2)nnc1-c1ccccc1F	-1%	-9
Cc1ccc(NC(=O)Cn2c(=O)cnc3ccccc32)cc1S(=O)(=O)N1CCOCC1	?	·
COc1cc(CC(=O)Nc2sc3c(c2C(N)=O)CCCC3)cc(OC)c1OC	?	·
O=C(Cn1cc(C(F)(F)F)cc(Cl)c1=O)NCC1COc2ccccc2O1 (stereo unspecified)	?	·
CCOC(=O)c1cn2nc(Oc3ccc(C)cc3)ccc2n1	3%	9
Oc1ccc(N=Nc2n[nH]c(-c3ccc(Cl)cc3)n2)cc1	?	·
O=S(=O)(NCC(c1ccco1)N1CCCCC1)c1ccccc1C(F)(F)F (stereo unspecified)	?	·
CCC(=O)N1c2ccccc2-c2nnc(SC)nc2OC1c1ccc(OC)c(OC)c1 (stereo unspecified)	?	·
O=C(O)Cc1sc(NCCc2ccccc2)nc1-c1ccc(F)cc1	?	·
CCc1nnc2n1N=C(c1ccc(-c3cc(Cl)ccc3Cl)o1)CS2	?	·
Cc1[nH]c(-c2ccc(F)cc2)cc1C(=O)N1CCN(c2ccccc2F)CC1	?	·

Ordered by heavy-atom count (low to high): 7 of the compounds above
SMILES	S3 lipid droplet	S3 lipid droplet cell count max
NN1C(=O)c2cccc3c(C(=O)O)ccc(c23)C1=O	-12%	-12
CCc1nnc2n1N=C(c1ccc(-c3cc(Cl)ccc3Cl)o1)CS2	?	·
O=C(O)Cc1sc(NCCc2ccccc2)nc1-c1ccc(F)cc1	?	·
CN(C)Cc1c(C(=O)N/N=C/C2CC=CCC2)nnn1-c1nonc1N (stereo unspecified)	?	·
O=S(=O)(NCC(c1ccco1)N1CCCCC1)c1ccccc1C(F)(F)F (stereo unspecified)	?	·
Cc1ccc(NC(=O)Cn2c(=O)cnc3ccccc32)cc1S(=O)(=O)N1CCOCC1	?	·
COC(=O)c1cc2c(ccn2-c2ccc(F)cc2)n1CC(=O)N1CCN(C(=O)c2ccco2)CC1	?	·

Record cards, from the list above:
COc1cc(CC(=O)Nc2sc3c(c2C(N)=O)CCCC3)cc(OC)c1OC as listed: S3 lipid droplet: ?; S3 lipid droplet cell count max: ·
Cc1ccc(NC(=O)Cn2c(=O)cnc3ccccc32)cc1S(=O)(=O)N1CCOCC1 as listed: S3 lipid droplet: ?; S3 lipid droplet cell count max: ·

Later entries.
SMILES	S3 lipid droplet	S3 lipid droplet cell count max
Cn1c(O)c(C=Nc2ccc(Cc3ccncc3)cc2)c(=O)n(C)c1=O	i	-5
COc1ccccc1NC(=O)C1C2C=CC(C2)C1C(=O)NCc1cccnc1 (stereo unspecified)	?	·
CC(=O)OC1=C(C#N)Cn2ccc3cccc1c32	?	·
CCCCNc1nc2ccccc2[nH]1	19%	20
NC(N)=N/N=C/c1ccc2cccc(OCc3ccccc3)c2n1	?	·
CCN(C(=O)CCS(=O)(=O)c1cccc2nsnc12)c1cccc(C)c1	?	·
O=C(Nc1ccc(S(=O)(=O)N2CCCCC2)cc1)C1CCCN(C(=O)c2ccc(Cl)cc2)C1 (stereo unspecified)	5%	16
Cc1ccc(S(=O)(=O)N(C)c2nc3ccccc3n3c(C(C)C)nnc23)cc1	?	·
Fc1cccc(Cl)c1CSc1ncn[nH]1	?	·
CCOc1ccc(C(=O)NCc2ccccn2)cc1	?	·
COc1ccc(C(=O)N/C(=C\c2ccco2)C(=O)NCc2ccco2)cc1	i	4
CCCNS(=O)(=O)c1ccc(OCC(=O)NCc2ccc3c(c2)OCO3)cc1	?	·
O=C(NCCCN1CCCC1=O)C(=O)Nc1cccc(F)c1	?	·
COc1ccccc1N(CC(=O)N/N=C/c1c(O)ccc2ccccc12)S(C)(=O)=O	-4%	-5
CCc1nn2cc(C(=O)c3cc(Cl)ccc3O)cnc2c1-c1ccc(F)cc1	?	·
CN(C)CCCNC(=O)c1ccc(Cl)c(S(=O)(=O)N(C)c2ccccc2)c1	?	·
COCCN1C(=O)N[C@@H](c2ccc(Br)cc2)C(C(=O)OC)=C1C	0%	7
CCN1N=C(c2ccccc2)CCC1=O	8%	-4
Cc1ccccc1C(=O)NNC(=S)NC(=O)COc1ccccc1	?	·
COc1ccc(CCCc2nnc(SCC(=O)N/N=C\c3ccc(O)c(OC)c3)o2)cc1C	?	·
Cc1ccc(SC(C)C(=O)NCC(C)C)cc1 (stereo unspecified)	-39%	-18
CCCCNC(=O)Nc1ncn[nH]1	5%	·
CCN(CC)S(=O)(=O)c1ccc2nc(NC(=O)c3ccco3)sc2c1	16%	11
O=C(CSc1nc(=O)n2ccccc2n1)NC1CCCCC1	-45%[0.0737 µM]	·
CCOC(OCC)c1cn(Cc2ccc(C(=O)c3ccccc3)cc2)nn1	?	·

(next part)
SMILES	S3 lipid droplet	S3 lipid droplet cell count max
CCOC(=O)C1(CCOC)CCN(Cc2nc(C(C)C)cs2)CC1	-24%	-24
CC(C)(C)OC(=O)NCC1CCC(C(=O)NC[C@H](CC(=O)O)c2ccc(Cl)cc2)CC1 (stereo partly specified)	-10%	2
O=C(Nc1cccc2ccccc12)/C(=C/c1ccc([N+](=O)[O-])cc1)NC(=O)c1ccccc1	?	·
COc1ccc(CNC(=O)C(C)OC(=O)CCN2C(=O)C3CC=CCC3C2=O)cc1 (stereo unspecified)	-15%[0.0737 µM]	10
COc1ccccc1CN1CCNC(=O)C1CC(=O)NCC1CCOCC1 (stereo unspecified)	i	0
Cc1ccccc1C(=O)NNC(=O)c1ccoc1C	14%	22
Cc1c(C)n(Cc2ccccc2)c2ccc(C(=O)NCCN3CCOCC3)cc12	?	·
COc1ccc(-n2c(=O)[nH]cc(C(=O)N3CCCc4ccccc43)c2=O)cc1	?	·
Cc1sc2nc(C)n(/N=C/N(C)C)c(=O)c2c1C	-8%	0
COCCn1c(-c2ccc(C)cc2)nc2oc3cc(OC)ccc3c(=O)c2c1=O	6%	12
Cc1cc(-n2c(C)c3c(C)nnc(C)c3c2C)ccc1N	5%	·
CCCN1C(=O)/C(=c2\s/c(=C3\C=Cc4ccccc4N3CC)c(=O)n2-c2ccccc2)SC1=S	-9%	8
Fc1ccc(C2CC(c3ccc(F)cc3)n3ncnc3N2)cc1 (stereo unspecified)	?	·
O=C(O)c1nn(CCOc2c(Cl)cccc2Cl)c(=O)c2ccccc12	?	·
CNC(=O)COC(=O)c1ccccc1NC(=O)c1ccco1	5%	5
CC(C)(C)NC(=O)C(=O)NN=C1CCCCCCCCCCC1	3%	15
COC(=O)N(C)c1ccccc1C(=O)N1CCOCC1	?	·
COc1ccc(/C=C(\NC(=O)c2ccccc2)C(=O)N/N=C/c2sccc2C)cc1	12%	11
CNC(=O)c1c(NC(=O)C2=COCCO2)sc2c1CCCC2	?	·
CCOC(=O)CCP(=O)(O)C(O)c1ccc(OC)cc1 (stereo unspecified)	?	·
CSCCC1NC(=O)N(CC(=O)Nc2c(C(C)C)cccc2C(C)C)C1=O (stereo unspecified)	23%	7
CCOC(=O)c1sc2ccccc2c1OC(=O)c1ccccc1OC	1%	4
O=C(NCCO)Nc1ccc2nsnc2c1	?	·
COc1ccc(OCc2nn[nH]n2)cc1	?	·
CCOC(=O)c1cnc2c(-c3cccc(Br)c3)cnn2c1C	6%	-4

Continuation.
SMILES	S3 lipid droplet	S3 lipid droplet cell count max
Cc1cccc(N2C(=O)C3CCCN3C2=S)c1 (stereo unspecified)	i	-3
CC12C(=O)N(c3ccccc3C(=O)O)C(=O)C1C1C=CC2C1 (stereo unspecified)	9%	-1
Cc1cccc(/C=N/n2c(C)nnc2C)c1	?	·
COc1ccccc1CNC(=O)Cn1c(=O)c2cccn2c2cccnc21	i	22
Nc1nc(-c2ccco2)nn1C(=O)c1cccnc1	19%	4
O=Cc1ccc(Sc2nnc(-c3ccccc3)o2)c([N+](=O)[O-])c1	?	·
CNC(=O)C1(C)C=CCN1C(=O)c1ccccc1 (stereo unspecified)	?	·
Cc1ccc(CSCC(=O)Nc2ccccc2F)cc1	?	·
Cc1c(C(=O)O)cccc1-n1c(C)cc(C=O)c1C	4%	16
CCCc1ccc(-c2c(C)sc(NC(=O)c3ccnn3C)c2C#N)cc1	?	·
CCSc1nnc(N(CCC(=O)O)CCC(=O)O)s1	?	·
CC(C)Cn1c(N)c(C(=O)CSc2n[nH]c(N)n2)c(=O)n(C)c1=O	-6%	1
Cc1ccc(C(=O)N/C(=C/c2ccco2)C(=O)N2CCC(C)CC2)cc1	15%	21
COc1ccc(NC(=O)CCC(=O)N(Cc2ccc(OC)c(OC)c2)c2nccs2)c(OC)c1	-4%	2
COc1ccc(C2=CC(c3sccc3C)n3nnnc3N2)cc1 (stereo unspecified)	?	·
CSc1nc(N)c2c(C)c(C)sc2n1	?	·
COc1ccc(CNc2ccc(Br)cc2)cc1	?	·
Nc1cccnc1Sc1cc(Cl)cc(Cl)c1	i	23
CC(C#N)(NC(=O)CN1CCN(S(=O)(=O)c2ccccc2Cl)CC1)C1CC1 (stereo unspecified)	?	·
CC1(C)CN(C(=S)Nc2ccc(F)cc2F)C1=O	8%	3
O=C(CCNC(=O)c1ccc(Br)cc1)NCC1COc2ccccc2O1 (stereo unspecified)	?	·
CC(C)(C)C(=O)C1=C(O)C(=O)N(c2ccccc2)C1c1ccccc1 (stereo unspecified)	?	·
O=C(CCn1cccn1)Nc1ccc(-c2ccno2)cc1	0%	0

Reprinted at random: 3 compounds from above
SMILES	S3 lipid droplet	S3 lipid droplet cell count max
Cc1ccc(C(=O)N/C(=C/c2ccco2)C(=O)N2CCC(C)CC2)cc1	15%	21
CNC(=O)C1(C)C=CCN1C(=O)c1ccccc1 (stereo unspecified)	?	·
Nc1nc(-c2ccco2)nn1C(=O)c1cccnc1	19%	4
